ST2 IL33 inh: blocks human ST2 binding to IL-33; Q01638; AlphaLISA ST2-Fc/biotin-IL-33 interaction, 1 h; inhibition, % for hits at 17 µM; hit rate 2.3% among 78,000; AID 1259354; in the data active = inhibition above about 30%; inconclusive = mostly about 10% to 28%
Target sequence (Q01638 whole entry, looked up): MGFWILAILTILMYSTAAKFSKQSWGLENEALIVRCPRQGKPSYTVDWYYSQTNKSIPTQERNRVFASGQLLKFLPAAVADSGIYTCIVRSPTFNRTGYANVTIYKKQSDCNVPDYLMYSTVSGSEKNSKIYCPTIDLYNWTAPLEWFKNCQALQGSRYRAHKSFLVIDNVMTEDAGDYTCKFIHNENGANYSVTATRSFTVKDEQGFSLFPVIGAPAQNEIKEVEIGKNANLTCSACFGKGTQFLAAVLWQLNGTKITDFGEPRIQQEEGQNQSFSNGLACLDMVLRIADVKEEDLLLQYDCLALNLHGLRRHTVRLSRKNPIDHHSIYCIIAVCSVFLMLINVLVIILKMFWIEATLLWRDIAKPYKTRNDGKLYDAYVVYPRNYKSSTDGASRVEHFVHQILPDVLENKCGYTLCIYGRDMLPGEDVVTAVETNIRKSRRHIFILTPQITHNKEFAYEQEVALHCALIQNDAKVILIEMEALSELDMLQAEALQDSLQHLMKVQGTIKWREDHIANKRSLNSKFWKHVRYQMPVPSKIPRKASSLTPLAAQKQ
Starred values were filed as active, the others as inactive; i = inactive; ? = inconclusive.

mol	ST2 IL33 inh
COc1ccccc1NC(=O)C1=C(C)Nc2nnnn2C1c1cccc([N+](=O)[O-])c1 (centres undefined)	i
CCOc1ccccc1N1CCN(S(=O)(=O)c2ccc(Cl)cc2)CC1	i
CCN(CC)C(=O)C1CCCN(Cc2ccc([N+](=O)[O-])o2)C1 (centres undefined)	i
O=C1CSC(c2ccc(Br)cc2)N1c1ccc(Cl)cn1 (centres undefined)	i
COc1cc(C2C3C(C)N(C)C(=O)N(C)C3N(C)C(=O)N2C)ccc1O (centres undefined)	?
CCN1CCN(c2ncnc3c2cnn3-c2cccc(C)c2)CC1	?
CC(=O)N1c2c(cc(Br)cc2S(=O)(=O)NCc2ccc(Cl)cc2)CC1C (centres undefined)	i
O=C(Nc1nc2ccccc2s1)c1cccnc1	?
O=C1CC(c2ccccc2)SC(c2ccccc2)C1 (centres undefined)	i
Cn1cc(C(=O)NCCN2CCc3ccccc3C2)c2c3ccccc3n(C)c2c1=O	i
Cc1nn(Cc2ccc(F)cc2)c(C)c1NC(=O)CCCn1nc([N+](=O)[O-])c(Cl)c1C	i
COc1ccc(-c2nnc(Nc3c(C)n(C)n(-c4ccccc4)c3=O)c3ccccc23)cc1	i
O=C(CCS(=O)(=O)c1cccs1)Nc1ccc(C(=O)Nc2nccs2)cc1	i
CCCNC(=O)C1CCC(Cn2c(=O)c3sccc3n(CC(=O)Nc3cccc(C)c3)c2=O)CC1 (centres undefined)	?
CC(=O)Nc1c(O)nc(SCc2ccc(Br)cc2)[nH]c1=O	i
CN(Cc1ccc(-c2nc(-c3cccnc3)cc(=O)[nH]2)cc1)CC1COCCO1 (centres undefined)	i
C[C@H]1[C@@H]2[C@H]3OC(=O)[C@@H](C)[C@@H]3CC[C@@]2(C)CC[C@@H]1NC(=O)c1ccccn1	i
Cc1ccc(-c2nc(C(N)=O)c3c(n2)n(-c2ccc(C)c(C)c2)c(=O)n3Cc2ccccc2)cc1C	i
Cc1ccc(C(C)C)cc1S(=O)(=O)N1CCN(c2ccccc2)CC1	i
COC(=O)CSC1=C(C#N)C(c2ccc(OC)c(OC)c2)CC(=O)N1 (centres undefined)	i
N#Cc1cc2c(nc1SCC(=O)O)CCCC2	i
COc1ccc2c(=O)c(Oc3ccc(C(=O)O)cc3)coc2c1	i
Cn1c(=O)c2c(nc(NC3CCCCC3)n2Cc2ccccc2Cl)n(C)c1=O	i
O=C1NC(=O)/C(=C\c2ccc(-c3ccc(Cl)c([N+](=O)[O-])c3)o2)S1	69%*
O=C(NCc1ccccc1)[C@@H]1Cc2nc[nH]c2CN1Cc1cc2ccccc2o1	?
CCCCSc1nnc2c(n1)OC(C)(CC)Nc1ccccc1-2 (centres undefined)	i
CCOc1ccc(S(=O)(=O)Nc2c(C)n(C)n(-c3ccccc3)c2=O)c2cccnc12	i
Cc1cccc(N=Cc2nc(-c3ccc(Br)cc3)oc2O)c1	i
O=C(NC1CCCCC1)c1ccccc1NS(=O)(=O)c1ccc2c(c1)OCCO2	?
O=C(Nc1ccccc1Br)C12CC3CC(CC(C3)C1)C2	i

Part of the list above, reformatted.
SMILES: CN(Cc1ccc(-c2nc(-c3cccnc3)cc(=O)[nH]2)cc1)CC1COCCO1 (centres undefined)
  ST2 IL33 inh = i

SMILES: C[C@H]1[C@@H]2[C@H]3OC(=O)[C@@H](C)[C@@H]3CC[C@@]2(C)CC[C@@H]1NC(=O)c1ccccn1
  ST2 IL33 inh = i

SMILES: Cc1ccc(-c2nc(C(N)=O)c3c(n2)n(-c2ccc(C)c(C)c2)c(=O)n3Cc2ccccc2)cc1C
  ST2 IL33 inh = i

SMILES: Cc1ccc(C(C)C)cc1S(=O)(=O)N1CCN(c2ccccc2)CC1
  ST2 IL33 inh = i

Following part
mol	ST2 IL33 inh
COc1ccc(Cn2cnc(Sc3nc4c(c(=O)n(C)c(=O)n4C)n3C)n2)cc1[N+](=O)[O-]	i
CCOC(=O)C1(CC2CCCCO2)CCN(C(=O)NCc2ccccc2)CC1 (centres undefined)	i
Cc1cccc2sc(NC(=O)c3ccc(Cl)cc3[N+](=O)[O-])nc12	i
CCCCOc1ccc(S(=O)(=O)N2CCN(c3nc(C)cc(N4CCN(C)CC4)n3)CC2)cc1	?
NC(=O)C1CCN(C(=O)Nc2ccc(Cl)c(Cl)c2)CC1	i
CC1CCCC(C)N1CCNC(=O)c1ccc2c(c1)NC(=O)C(N1CCOCC1)S2 (centres undefined)	?
O=C(CSc1nc2ccccc2[nH]1)NCc1ccco1	?
CC1=CC[C@@H]2CN(C(=O)c3nn(C)c(=O)c4ccccc34)C[C@@H]2C1	?
Cc1cccc(-c2nc(SCC(=O)Nc3nccs3)c(-c3ccccc3)[nH]2)c1	i
C=CCOc1ccc(/C=c2\sc3nc(-c4cccs4)nn3c2=O)cc1	i
c1cc(CN2CCCCC2)cc(OCCCNc2nc3ccccc3s2)c1	i
C=CCN(Cc1ccccc1OCC)C(=O)c1nc2c(C)cccn2c1F	i
CN(C)Cc1c(O)ccc2c(=O)c(-c3cccc(Cl)c3)c(C(F)(F)F)oc12	i
Cc1ocnc1C(=O)N1CCC2(CCCN(Cc3ccc(F)c(F)c3)C2=O)C1 (centres undefined)	i
C=CCNC(=O)c1noc2c1CCc1ccccc1-2	i
COc1cccc(OCCn2c(C(F)(F)F)nc3ccccc32)c1	i
COC(=O)c1ccc2c(c1)N=C(C)c1cc(C)ccc1S2	i
CCn1cc(C(=O)NCCOC)c2cc(OC)c(OC)cc2c1=O	i
CCN1CCCC1CN(CC1CCN(CCOC)CC1)C(=O)C1=NNC(=O)CC1 (centres undefined)	i
Cc1ccc(C)c(OCC(=O)NCCS(=O)(=O)N2CCCC2)c1C	i
COc1cc(C(=O)N(c2ccc(F)cc2)C2C=CS(=O)(=O)C2)cc(OC)c1OC (centres undefined)	i
COc1ccc(C2C(C(=O)OCc3ccccc3)=C(C)Nc3ncnn32)cc1 (centres undefined)	i
COc1nc2c(cc1CNC1CCCCCC1)C(=O)N(CCc1ccccn1)C2	i
COc1ccc(C2C(C(=O)OC3CCCCC3)=C(C)Nc3nnnn32)cc1OC (centres undefined)	i
CC1CCN(CCCNC(=O)c2cc(=O)[nH]c3ccc(S(=O)(=O)N4CCCC4)cc23)CC1	i
CC(=O)N1c2ccc([N+](=O)[O-])cc2NC(=O)CC1C (centres undefined)	i
CC1(C(=O)N2CCCC(CO)(Cc3cccc(Cl)c3)C2)CCCCC1 (centres undefined)	i
O=C(c1ccccc1)N1CCCCC1	i
COc1ccc(C2=NN(S(=O)(=O)c3ccccc3)C(c3cccc([N+](=O)[O-])c3)C2)cc1 (centres undefined)	i
COc1ccc(-c2nc3c(=O)n(C)c(=O)nc-3n(C)n2)cc1OC	?
O=c1ccccn1CCOc1ccccc1Cl	?
CCOc1ccccc1N=Cc1c(O)n(-c2ccccc2OC)c(=O)c2ccccc12	?
COc1ccc(N=Cc2c(O)c([N+](=O)[O-])cc3oc4c(c23)CCCC4)cc1	i
CC(O)c1nc2ccc(-c3ccc(S(C)(=O)=O)cc3)cc2[nH]1 (centres undefined)	i
CC(NC(=O)C1c2ccccc2-c2ccccc21)c1nnc2n1CCNCC2 (centres undefined)	?
Cc1ccc(NC(=O)/C=C/c2ccc3c(c2)OCO3)c(C)c1	?
CCc1ccc(C(c2c(C)[nH][nH]c2=O)C(C#N)C#N)cc1 (centres undefined)	i
COc1cccc(CC2(CO)CCCN(c3cnc4ccccc4n3)C2)c1 (centres undefined)	?
CSc1ccc(/C=C2\C(=O)Nc3ccc(Br)cc32)cc1	?
O=C(c1cccc(N2CCNC2=O)c1)N1CCOC2(CNCCOC2)C1 (centres undefined)	?
Cc1c(C(=O)N2CC(C)OC(C)C2)sc2nc(-c3ccccc3)cn12 (centres undefined)	i
CC(C)(C)c1ccc(C(=O)n2nnc3ccccc32)cc1	i
Cc1cnc(-c2nc(C(C)C)nn2-c2cccc3cccnc23)cn1	?
CCCOC(=O)C1=C(C)NC2=C(C(=O)C(C(=O)OC)C(C)C2)C1c1cccc(OC)c1OC (centres undefined)	i
Cc1ccccc1NC(=O)CC(=O)N(C)CCN1CCCCC1=O	i
O=C1c2c(O)cc(O)cc2O[C@@H](c2ccc(O)cc2)[C@@H]1c1c(O)cc(O)c2c(=O)cc(-c3ccc(O)cc3)oc12	?
COc1ccccc1-n1c(SC)nc2c(c1=O)SCC2	?
Cc1cc(C)n(Cc2cc(C(=O)N(C)C(C)c3cccs3)n[nH]2)n1 (centres undefined)	i
Cn1c(NCc2cccnc2)nc2c1c(=O)n(Cc1ccccc1F)c(=O)n2C	?
CCCCn1cnc2c(cnn2-c2ccc(Cl)cc2)c1=O	30%*
COc1ccc(C(=O)N[C@H]2C[C@@H](c3nc(-c4cncnc4)no3)N(C)C2)cc1	?
CC1=C(C(=O)Nc2nc3ccccc3s2)C(c2ccc(Cl)cc2)C2=C(CCCC2=O)N1 (centres undefined)	i
COc1ccc(OC)c(/C=C2\C(=O)N(c3cccc(Cl)c3)N=C2C)c1	?
O=C(CSc1nc2c([nH]c3ccccc32)c(=O)n1-c1ccccc1)N1CCCCC1	i
CCCSc1nnc(NC(=O)c2ccc(F)cc2)s1	i
CCc1ccccc1OC1CN(C2CCNCC2)C1	?
C=C1C(=O)O[C@H]2C1CCC(C)=C1C(=O)C=C(C)[C@@]12O (some centres undefined)	i
Cc1ccc(NC(=O)Cc2cc(C(=O)O)c3ccccc3n2)c(C)c1	i
COc1ccc(S(=O)(=O)N(CC(=O)NC2CCCC2)c2ccc(Cl)cc2)cc1	i
Clc1ccccc1COc1ccc(Br)cc1	i

(further entries)
mol	ST2 IL33 inh
NC(=O)c1c(NC(=O)CN2CCOCC2)sc2c1CCC2	i
CN(C)c1ncc2c(n1)CCCC2NC12CC3CC(CC(C3)C1)C2 (centres undefined)	?
Cc1cc(S(=O)(=O)Nc2ccncc2)c(C)cc1Br	i
CCC(=O)Nc1ccc(NC(=O)c2cc(Br)ccc2OC)cc1	i
CC1=C(C(=O)OCc2ccccc2)C(c2ccccc2)C(C#N)=C(N)O1 (centres undefined)	i
COc1ccc(OC)c(S(=O)(=O)Nc2ccc(S(N)(=O)=O)cc2)c1	i
CCOC(=O)Cc1csc2nc3sc(C)c(C)c3c(=O)n12	i
CCOc1ccc(C(=O)Nc2ccc(Cl)c(N3CCCS3(=O)=O)c2)cc1	i
CCCC(C)C(=O)N1CCN(c2ccccc2)CC1 (centres undefined)	i
CCOCCn1nc(C)cc1C(=O)N1CCC2(CN(C)C(=O)O2)C1 (centres undefined)	i
O=C(NC1CCCN(CCc2ccccc2)C1)c1ccc(N2CCCC2=O)cc1 (centres undefined)	?
O=[N+]([O-])c1cccc(N=Cc2[nH]c3ccc(Br)c(Cl)c3c2O)c1	?
CCC(C)(C)C(=O)Nc1ccc(S(=O)(=O)Nc2ncccn2)cc1	i
COc1ccccc1Oc1ncccc1CNC(=O)c1c(Cl)cnn1C	i
COc1ccc(C(O)=C2C(=O)C(=O)N(C)C2c2cccc(F)c2)cc1 (centres undefined)	?
CC1CCC23COC(=O)C2=CC(O)CC3C1(C)CCc1ccoc1 (centres undefined)	?
CSc1nc2c(c(=O)[nH]1)C(c1ccc(Cl)cc1)C(C(=O)OC(C)C)=C(C)N2 (centres undefined)	i
COc1cc(OC)cc(C(=O)Nc2cc(C)c3c(=O)oc4ccccc4c3n2)c1	i
Cc1cc(C)nc(SC(C(=O)c2ccccc2)c2ccccc2)n1 (centres undefined)	i
Cc1nc(S(=O)(=O)N(CCc2ccccc2)C2CCN(C)CC2)cn1C	i
Cc1cccc(NC2=NC3CS(=O)(=O)CC3S2)c1 (centres undefined)	i
NC(=O)C1CCN(C(=O)c2ccco2)CC1	i
COc1cc2[nH]c(=O)n(CCCC(=O)NCc3ccc4c(c3)OCO4)c(=O)c2cc1OC	i
COc1ccc(NS(=O)(=O)c2c(C)cc(C)cc2C)c([N+](=O)[O-])c1	?
O=C(CC1NC(=O)c2ccccc21)NCCCn1nnc2ccccc21 (centres undefined)	?
O=C(NCc1ccccn1)C1(Oc2ccc(Cl)cc2)CCNCC1	i
CC(=O)N1c2ccccc2N=C(c2ccccc2)CC1c1ccccc1 (centres undefined)	i
C#CCOc1c(Cl)cc(C2C3=C(CCCC3=O)NC3=C2C(=O)CCC3)cc1OCC	i
Cn1c(CC2CCNCC2)nnc1SCCN1CCOCC1	?
Cc1ccc(C2CC(c3ccccc3)n3nnnc3N2)cc1 (centres undefined)	i

Part of the list above in order of length of the SMILES, highest first:
mol	ST2 IL33 inh
CSc1nc2c(c(=O)[nH]1)C(c1ccc(Cl)cc1)C(C(=O)OC(C)C)=C(C)N2 (centres undefined)	i
CC1=C(C(=O)OCc2ccccc2)C(c2ccccc2)C(C#N)=C(N)O1 (centres undefined)	i
CCOCCn1nc(C)cc1C(=O)N1CCC2(CN(C)C(=O)O2)C1 (centres undefined)	i

Next part.
mol	ST2 IL33 inh
Cc1c(C(=O)NC2CCCCCCC2)sc2ncnc(NCC3CCCO3)c12 (centres undefined)	i
O=C(c1ccc2nc(-c3ccco3)c(-c3ccco3)nc2c1)N(CCO)c1ccccc1	?
O=C(Nc1ccc(O)c(-c2nc3ccccc3o2)c1)c1ccccc1Br	?
COc1ccc(CC(=O)NCc2ccc(-n3ccnc3C)cc2)cc1	i
c1csc(-c2nc3cnccn3c2Nc2ccc3c(c2)OCCO3)c1	?
O=C(CSc1nnc2sc3ccccc3n12)Nc1ccc2c(c1)OCO2	i
COc1cccc(C2CCCCN2Cc2nc(COc3ccccc3)no2)c1 (centres undefined)	i
Cc1ccsc1C1C(C#N)=C(N)OC2=C1C(=O)CC(c1ccccc1)C2 (centres undefined)	i

A portion of the library; the hit share may differ from the screen's.
